LMPTP block – blocks human LMPTP phosphatase; P24666; recombinant LMPTP-A, OMFP fluorogenic substrate, fluorescence intensity; inhibition, % at 20 µM; 360,000 tested, 0.22% active; AID 651560;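 active means compounds that cut the enzyme signal by at least half of the control window in the single-dose screen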;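 further: plate controls were DMSO wells with enzyme plus substrate for no effect and substrate without enzyme for full effect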
Target sequence (P24666 whole entry, looked up): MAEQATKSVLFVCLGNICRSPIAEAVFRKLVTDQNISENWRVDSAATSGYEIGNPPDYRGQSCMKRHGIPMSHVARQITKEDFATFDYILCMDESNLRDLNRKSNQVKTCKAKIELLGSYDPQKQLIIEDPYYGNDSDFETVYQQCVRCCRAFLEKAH
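test system = LMPTP-A | amount = 0.625 nM LMPTP-A final | reagent = fluorogenic phosphatase substrate OMFP at 400 µM final | incubation = 50 min at room temperature | benchmarks = no-enzyme low control, uninhibited high control | medium = Bis-Tris pH 6.0, DTT, detergent | signal = fluorescence intensity of OMFP turnover product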
STEP block – STEP (human) phosphatase inhibition. P54829. recombinant STEP, OMFP fluorogenic substrate, fluorescence. inhibition, % at 20 µM. 360,000 tested, 0.25% active. AID 588621;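 active means inhibition at 20 µM, scaled per plate between control wells, above about 37%, limit read from the data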;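 further: 0% = DMSO with enzyme and substrate and 100% = substrate only without enzyme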
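medium = Bis-Tris buffer pH 6.0, 2.5 mM DTT, 0.005% Tween 20 | test system = STEP (striatal-enriched tyrosine phosphatase) enzyme, cell-free | measure = normalized % inhibition | compound dosing = 20 µM, 1% DMSO | also added = 25 µM OMFP | schedule = reaction 20 min, ambient temperature | measured by = fluorescence read at 480 nm ex / 540 nm em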
NadD inh – NadD (S. aureus) enzyme inhibition | inhibition, % at 20 µM | 360,000 tested, 0.78% active | purified NadD enzyme, colorimetric absorbance read-out; in the data active means inhibition above about 26%; further: some compounds past the cut are filed as inactive
SUMO1-SIM PPI – alters human SUMO1 binding to SIM partners | P63165 | SUMO1 binding to a labelled peptide, TR-FRET, 1 h | inhibition, % at 20 µM | 360,000 tested, 0.33% active | AID 602429; in the data active means inhibition above about 37%
Target sequence (P63165 whole entry, looked up): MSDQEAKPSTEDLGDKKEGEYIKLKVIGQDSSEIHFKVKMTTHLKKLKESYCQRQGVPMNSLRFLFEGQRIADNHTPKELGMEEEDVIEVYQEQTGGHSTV
DNMT1 block – inhibitors of human DNMT1 | P26358 | DNMT1 molecular beacon, Hinp1I cleavage, fluorescence | inhibition (reported as % activation of signal), % at 10 µM | 360,000 tested, 0.83% active | AID 588458; in the data active means inhibition above about 50%
Scp1 inh – blocks human Scp-1 phosphatase activity | Recombinant Scp1, phosphopeptide, malachite green phosphate absorbance | 340,000 tested, 0.88% active | inhibition, % at 20 µM | Q9GZU7 | AID 493091;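 active means inhibition above about 50% at 20 µM, limit read from the data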;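 further: plate controls were DMSO wells with enzyme for no effect and wells lacking enzyme for full effect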
Target sequence (Q9GZU7 76-261 limits assumed): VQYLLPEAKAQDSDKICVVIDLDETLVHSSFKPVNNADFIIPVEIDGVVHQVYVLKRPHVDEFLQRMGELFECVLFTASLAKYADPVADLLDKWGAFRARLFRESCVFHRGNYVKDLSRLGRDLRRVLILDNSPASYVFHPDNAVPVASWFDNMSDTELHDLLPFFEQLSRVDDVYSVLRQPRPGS
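Assay system: SCP-1 catalytic fragment, aa 76-261 | Buffer or medium: Tris acetate buffer pH 5.5 with MgCl2 and Tween-20 | Compound: One concentration, 20 µM, with 1.0% DMSO | Also added: Phospho 17-mer peptide substrate | Signal: Absorbance at 630 nm | Incubation: 45 min enzyme reaction at room temperature | Measure: % inhibition of SCP-1 phosphate liberation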
Rpn11 block – blocks the human proteasome subunit Rpn11. O00487. human 26S proteasome, Ub4-pepOG fluorescence polarization; 20S core pre-blocked with epoxomicin. calls only at 20 µM. 360,000 tested, 0.59% active;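 active means inhibition at 20 µM, scaled to each plate's controls, above about 33%, limit read from the data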
TbMetRS inhib – Trypanosoma brucei MetRS inhibition; inhibition, % at 11.9 µM; purified T. brucei MetRS, ATP depletion, Kinase-Glo luminescence; 360,000 tested, 0.4% active; AID 624268;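 active means inhibition above a per-plate cutoff of the control wells' mean inhibition plus 3 SD, cut at about 5.5% in these data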;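 further: 0% = DMSO wells median and 100% = median of wells with control inhibitor compound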
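Material: parasite MetRS enzyme / Replication: singlicate, one well per compound / Signal: luminescence of leftover ATP / Schedule: 2 h aminoacylation at 25 °C after 15 min preincubation / Medium: HEPES-MgCl2-KCl buffer plus DTT, spermine, BSA, pyrophosphatase / Doses: 11.9 µM single point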
CSN inh – blocks human CSN-mediated cullin deneddylation; Q92905; Purified CSN, SCF-Nedd8-OG deneddylation, fluorescence polarization; inhibition, % at 12.5 µM; 360,000 tested, 0.38% active;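 active means pattern-corrected inhibition above about 35%, with an unprinted fluorescence ratio check between 0.5 and 1.5, limit read from the data, passing the limit was not always enough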;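 further: 0% = enzyme with substrate and 100% = substrate without enzyme; some results filed as inactive read as strong as hits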
Target sequence (Q92905 whole entry, looked up, one chain of several): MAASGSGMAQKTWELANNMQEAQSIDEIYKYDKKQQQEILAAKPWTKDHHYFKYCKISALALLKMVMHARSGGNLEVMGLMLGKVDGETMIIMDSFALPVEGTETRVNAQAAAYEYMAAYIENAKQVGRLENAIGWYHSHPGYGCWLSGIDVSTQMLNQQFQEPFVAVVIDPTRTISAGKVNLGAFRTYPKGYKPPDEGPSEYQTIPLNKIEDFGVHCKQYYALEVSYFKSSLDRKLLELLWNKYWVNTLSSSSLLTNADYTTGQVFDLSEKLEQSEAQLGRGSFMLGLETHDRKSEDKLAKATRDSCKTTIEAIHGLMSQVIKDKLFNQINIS
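Assay system: Purified human Csn5 enzyme expressed in HEK293T cells | Amount: Enzyme 0.24 nM | Measured by: Fluorescence polarization readout | Medium: Tris/NaCl/DTT buffer, pH 7.5 | Compound dosing: One concentration, 12.5 µM, 0.25% DMSO | Times: 90 min incubation of compound, enzyme and substrate at room temperature | Control set: no-enzyme wells high, enzyme-with-substrate wells low | Read-out: % inhibition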
MsrA inh – inhibitors of bovine MsrA; 360,000 tested, 0.75% active; inhibition, % at 15.5 µM; purified bovine MsrA, absorbance read-out; AID 651718; in the data active means inhibition above about 4.5%;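 further: 0% = vehicle wells with enzyme and 100% = reference inhibitor wells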
Active calls of the source: *; i = inactive; . = no result given.

#1 COc1ccc(C(O)c2nc(-c3cccc(NC(C)=O)c3)cs2)cc1 (centres undefined)
#2 C[C@@H](NC(=O)c1nc[nH]c1C(=O)NC1CCN(C(=O)OC(C)(C)C)CC1)c1ccccc1
#3 COCCNC(=O)COc1coc(CN2CCN(Cc3ccccc3)CC2)cc1=O
#4 Cc1c(O)cc2c(c1O)C(=O)CC(c1ccccc1)O2 (centres undefined)
#5 Cc1ccc2c(c1)/C(=C/c1ccccc1F)C(=O)N2
#6 C[C@]12CC[C@@H]3c4ccc(O)cc4CC[C@H]3[C@@H]1C[C@@H](O)[C@@H]2O[C@@H]1O[C@H](C(=O)O)[C@@H](O)[C@H](O)[C@H]1O

compound no.	1	2	3	4	5	6
LMPTP block	-0.7	1.9	-1.5	-0.9	2.0	-1.2
STEP block	-1	-2	-2	0	2	-1
NadD inh	-1	7	5	1	-10	-4
SUMO1-SIM PPI	4	2	2	3	-5	4
DNMT1 block	0	1	-3	-4	3	1
Scp1 inh	.	-4	-6	15	-4	-14
Rpn11 block	i	i	i	i	i	i
TbMetRS inhib	-0.4	-0.3	0.0	-0.1	-0.7	-0.6
CSN inh	-1	1	-3	3	-4	-7
MsrA inh	1.0	0.6	-0.5	0.7	-0.1	0.4

#7 CCOC(=O)c1ccc(NS(=O)(=O)c2cn(C)cn2)cc1
#8 CCN1C(=O)[C@@H]2[C@@H](c3ccc(-c4ccc5c(c4)OCO5)cc3)N3CCCC[C@@]3(C(=O)OC)[C@@H]2C1=O
#9 COc1ccc(C(=O)NNS(=O)(=O)c2ccccc2)cc1
#10 CCn1c(CNc2ccc(F)cc2)nnc1SCC(=O)Nc1ccc(OC)cc1
#11 Cc1ccc(S(=O)(=O)Oc2ccc(/C=C(/NC(=O)c3ccccc3)C(=O)NCCC(=O)O)cc2)cc1
#12 O=C(OCc1nnc(-c2ccccc2)o1)c1ccco1

compound no.	7	8	9	10	11	12
LMPTP block	-2.0	2.4	0.2	-1.5	0.3	0.4
STEP block	-1	3	2	-7	2	0
NadD inh	1	6	-1	0	-1	9
SUMO1-SIM PPI	-4	1	-4	-1	3	-2
DNMT1 block	-1	-10	0	-3	0	0
Scp1 inh	-5	-6	-8	-5	-3	3
Rpn11 block	i	i	i	i	i	i
TbMetRS inhib	-0.6	-0.2	-0.1	0.3	-0.2	-0.3
CSN inh	-3	3	-2	1	4	-1
MsrA inh	-1.7	-1.0	-1.7	1.4	0.1	-0.4

#13 COc1cc(/C=N/NC(=S)Nc2cccc(C(=O)O)c2)cc(OC)c1OC
#14 Cn1c(C(C#N)C(=O)c2sc3ccccc3c2Cl)nc2ccccc21 (centres undefined)
#15 Cc1nc(CC(=O)NNS(=O)(=O)c2ccc3ccccc3c2)cs1
#16 Cc1cnc(C2OCCO2)c2cccc([N+](=O)[O-])c12
#17 O=Cc1c(Nc2cccc(C(F)(F)F)c2)nc2ccccn2c1=O
#18 O=C(COC(=O)/C=C/c1ccc(S(=O)(=O)N2CCOCC2)cc1)NCc1ccccc1

compound no.	13	14	15	16	17	18
LMPTP block	-1.5	1.8	2.3	-2.2	-0.2	-0.7
STEP block	0	0	-6	3	-1	-4
NadD inh	-5	29	-1	-4	-8	-6
SUMO1-SIM PPI	9	4	1	-22	-4	-19
DNMT1 block	-2	-4	-5	-4	4	2
Scp1 inh	-2	-10	-5	.	-12	-10
Rpn11 block	i	i	i	i	i	i
TbMetRS inhib	-0.3	0.3	-0.8	0.7	-0.1	-0.2
CSN inh	-1	3	-6	1	2	-6
MsrA inh	5.1*	1.9	1.6	1.7	1.0	-1.2

Brought forward from above: three compounds; new compounds follow.
#16 Cc1cnc(C2OCCO2)c2cccc([N+](=O)[O-])c12
#17 O=Cc1c(Nc2cccc(C(F)(F)F)c2)nc2ccccn2c1=O
#18 O=C(COC(=O)/C=C/c1ccc(S(=O)(=O)N2CCOCC2)cc1)NCc1ccccc1
#19 CCOc1cc(/C=N/NC(=O)C(C)Sc2ccccn2)ccc1O (centres undefined)
#20 COc1ccc(OC)c(C(=O)COC(=O)C(CCSC)NC(=O)COc2ccccc2)c1 (centres undefined)
#21 O=C(CCCSc1nnc(Nc2ccccc2F)s1)N1CCOCC1
#22 CC(C)NC(=O)NC(=O)CSc1nncn1C
#23 O=C(Nc1ccncc1)C1CC(=O)N(c2ccc(F)cc2)C1 (centres undefined)
#24 CCCN(CC(=O)Nc1ccccc1OC)C(=O)C1CCCC1

compound no.	16	17	18	19	20	21	22	23	24
LMPTP block	-2.2	-0.2	-0.7	0.3	1.3	-0.2	-1.1	0.2	-8.6
STEP block	3	-1	-4	4	1	-4	-2	-2	1
NadD inh	-4	-8	-6	-1	-7	2	-2	-7	0
SUMO1-SIM PPI	-22	-4	-19	8	-4	-2	-2	0	-6
DNMT1 block	-4	4	2	1	-2	0	1	2	2
Scp1 inh	.	-12	-10	-7	-13	-4	5	-3	-2
Rpn11 block	i	i	i	i	i	i	i	i	i
TbMetRS inhib	0.7	-0.1	-0.2	0.6	-0.6	-0.5	-0.3	-0.3	-0.1
CSN inh	1	2	-6	0	-3	3	-2	1	-3
MsrA inh	1.7	1.0	-1.2	0.8	1.3	1.6	-0.7	0.3	-0.4

#25 O=C(N/N=C\c1cccnc1)c1ccc(Cl)s1
#26 CCn1c(CN2CCOCC2)nnc1SCC(=O)Nc1ccccc1Cl
#27 CCOC(=O)/C(=C\C=C1/Sc2cc(OCC)c(OCC)cc2N1CC)C(C)=O
#28 CN(C)/C=C1/C=C(c2ccccc2)OC1=O
#29 CCN1C(=O)CC(C(=O)Nc2ccc(F)cc2)SC1=Nc1ccc2c(c1)OCO2 (centres undefined)
#30 CCOC(=O)C(C(=O)OCC)C(C)C#CCN1CCCCC1 (centres undefined)

compound no.	25	26	27	28	29	30
LMPTP block	-0.1	-2.1	15	1.3	1.1	-1.3
STEP block	0	-2	-129	0	-1	-2
NadD inh	-1	0	-6	-5	10	3
SUMO1-SIM PPI	-14	-1	-201	-9	3	2
DNMT1 block	0	-1	93*	0	-5	1
Scp1 inh	-2	-4	1	-4	3	9
Rpn11 block	i	i	.	i	i	i
TbMetRS inhib	0.2	-0.7	-0.8	0.8	1.9	0.2
CSN inh	-1	0	-37	4	1	0
MsrA inh	1.0	0.5	-0.5	2.7	-0.1	0.6

#31 O=C1OCCN1C(=O)[C@H]1[C@H](c2ccc(F)cc2)C(c2ccc(F)cc2)=NN1c1ccc(Br)cc1
#32 COC(=O)c1c(-c2ccc(S(C)(=O)=O)cc2)sc2ccc(OC)cc12
#33 O=C(C1=NN(c2ccccc2)C(=O)CC1)N1CCc2ccccc2C1
#34 Nc1nnc(SCC(=O)OCC(=O)Nc2ccc(Br)cc2F)s1
#35 CCN(CC)S(=O)(=O)c1cc(NC(=O)NCCCl)ccc1C
#36 COc1ccc(C(=O)CSc2nnc(COc3ccccc3)n2Cc2ccco2)cc1

compound no.	31	32	33	34	35	36
LMPTP block	4.8	-1.0	-1.0	0.4	-2.1	1.9
STEP block	-1	0	-3	-3	-1	3
NadD inh	21	-11	-4	-3	-5	7
SUMO1-SIM PPI	5	-22	0	2	-2	-2
DNMT1 block	-15	-13	-2	-2	1	2
Scp1 inh	-9	-11	-5	-2	-2	-1
Rpn11 block	i	i	i	i	i	i
TbMetRS inhib	0.0	-0.5	0.1	-0.2	-0.6	-0.1
CSN inh	2	2	-1	6	-2	1
MsrA inh	.	0.5	0.6	-1.5	-0.2	-0.4

#37 COC(=O)[C@]12CCCCC=C1N(Cc1ccc3c(c1)OCO3)C(=O)[C@H](CC(=O)NCc1ccc(C)o1)C2
#38 CC1CCCC(NC(=O)c2ccc3c(SCC(=O)O)c4c(nc3c2)CCC4)C1C (centres undefined)
#39 CC(Sc1ccccc1)C(=O)N/N=C/c1cccnc1 (centres undefined)
#40 CC(C)Cn1c(-c2csc3ccccc23)n[nH]c1=S
#41 COc1ccc(/C(C)=N/Nc2ccc(F)cc2F)c(O)c1
#42 COc1cc(C(=O)NCCCN2CCCC2=O)cc(Br)c1OCc1ccccc1

compound no.	37	38	39	40	41	42
LMPTP block	0.4	-1.7	-1.2	-0.2	-0.9	0.1
STEP block	.	2	-2	0	5	-1
NadD inh	.	5	-6	34*	-1	-3
SUMO1-SIM PPI	-2	-6	-6	-1	0	-3
DNMT1 block	.	-1	2	6	1	5
Scp1 inh	.	12	-4	9	-7	3
Rpn11 block	.	i	i	i	i	i
TbMetRS inhib	-0.4	0.2	0.3	-0.9	-0.6	-0.7
CSN inh	1	0	-5	0	9	-4
MsrA inh	-0.9	-0.7	-0.5	-0.9	0.8	-0.2

#43 COc1ccc(NC(=O)CN(C)C(=O)c2c(-c3ccccc3Cl)noc2C)cc1
#44 O=C(O)CNC(=O)c1ccc(Sc2ccccc2)c([N+](=O)[O-])c1
#45 N#CC1=C(N)Nc2nc3ccccc3n2C1c1ccc(F)cc1 (centres undefined)
#46 COC(=O)Nc1ccc(S(=O)(=O)N2CCC(C(=O)N(C)C3CCCCC3)CC2)cc1
#47 CCOc1cc(NC(=O)C(C)C)c(OCC)cc1NC(=O)Nc1ccccc1
#48 CNc1cncc(-c2ccc(CN(C)C)cc2)n1

compound no.	43	44	45	46	47	48
LMPTP block	-1.2	0.1	1.5	-0.6	-1.6	-0.8
STEP block	2	-9	3	-1	-1	-1
NadD inh	-3	2	-1	1	-2	-1
SUMO1-SIM PPI	3	-22	4	2	5	-12
DNMT1 block	1	-2	15	-4	-2	0
Scp1 inh	-10	4	0	-5	-5	.
Rpn11 block	i	i	i	i	i	i
TbMetRS inhib	0.2	-1.1	-0.7	0.6	0.1	0.0
CSN inh	-3	-3	-11	-1	0	-5
MsrA inh	-0.7	-0.4	0.5	1.7	0.0	1.7

#49 O=C(Nc1ccc(Cl)c(S(=O)(=O)N2CCCC2)c1)c1cc(=O)[nH]c2ccccc12
#50 O=C(Nc1nnc(C2CC2)o1)c1ccc(S(=O)(=O)N2CCCCC2)cc1
#51 COc1ccc(-c2csc(NC(=O)C3CC(=O)N(Cc4ccco4)C3)n2)cc1 (centres undefined)
#52 COc1ccc(C(NC(=O)c2ccco2)c2ccc(OC)c(OC)c2)cc1OC

compound no.	49	50	51	52
LMPTP block	0.8	1.5	0.7	0.0
STEP block	2	3	1	-1
NadD inh	3	8	8	0
SUMO1-SIM PPI	5	5	7	1
DNMT1 block	-11	-3	-4	10
Scp1 inh	-3	-7	3	-3
Rpn11 block	i	i	i	i
TbMetRS inhib	-0.3	0.0	0.8	-1.3
CSN inh	1	-3	-2	2
MsrA inh	0.1	0.3	0.2	0.2

Screens: PubChem BioAssay, several laboratories

Not a hit list; overall some 3.9% were active at least once.
